KCNK3 block = human KCNK3 channel inhibition, primary screen | O14649 | CHO-KCNK3 thallium flux, FluxOR fluorescence; hits give low values | B-score at 10 µM | 340,000 tested, 0.84% active | AID 602410;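 active = B-score under library mean minus 4 SD, starting fluorescence ratio at most library mean plus 5 SD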;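 also: more negative B-score means stronger inhibition of thallium flux through KCNK3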
Target sequence (O14649 whole entry, looked up): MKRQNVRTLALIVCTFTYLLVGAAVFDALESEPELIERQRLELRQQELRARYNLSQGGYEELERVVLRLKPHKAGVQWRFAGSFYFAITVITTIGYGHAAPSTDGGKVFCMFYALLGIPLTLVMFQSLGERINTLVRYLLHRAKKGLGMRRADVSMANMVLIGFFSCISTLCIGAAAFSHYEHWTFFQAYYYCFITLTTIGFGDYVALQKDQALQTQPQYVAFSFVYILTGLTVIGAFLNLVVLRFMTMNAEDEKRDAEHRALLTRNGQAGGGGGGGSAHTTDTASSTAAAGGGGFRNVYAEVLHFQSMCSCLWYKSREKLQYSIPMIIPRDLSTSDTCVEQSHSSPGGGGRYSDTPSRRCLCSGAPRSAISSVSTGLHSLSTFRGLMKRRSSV
HDAC3 inh = inhibitors of human histone deacetylase 3; O15379; recombinant HDAC3, fluorogenic peptide/trypsin coupled, fluorescence; 320,000 tested, 0.15% active; AID 2718; inhibition, % at 8.3 µM; in the data active = inhibition above about 26%, passing the limit was not always enough; inconclusive = no clear call, values can overlap the other calls
Target sequence (O15379 whole entry, looked up): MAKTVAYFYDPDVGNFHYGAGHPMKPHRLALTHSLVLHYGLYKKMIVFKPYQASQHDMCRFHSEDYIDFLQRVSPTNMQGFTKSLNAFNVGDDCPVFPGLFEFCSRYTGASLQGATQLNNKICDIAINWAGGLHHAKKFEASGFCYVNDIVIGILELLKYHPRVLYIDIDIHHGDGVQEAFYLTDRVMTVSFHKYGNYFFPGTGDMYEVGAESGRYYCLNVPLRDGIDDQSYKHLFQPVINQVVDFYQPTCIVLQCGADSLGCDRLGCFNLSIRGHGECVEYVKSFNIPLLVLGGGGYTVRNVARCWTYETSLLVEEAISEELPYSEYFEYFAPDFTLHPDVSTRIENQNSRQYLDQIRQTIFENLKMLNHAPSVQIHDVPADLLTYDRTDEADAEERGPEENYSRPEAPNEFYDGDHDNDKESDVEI
DYRK1A inh = blocks rat Dyrk1A kinase activity; inhibition, % at 12.5 µM; ADP-Glo luminescence, NFATc1 peptide; 310,000 tested, 0.43% active; Q63470; AID 504441; in the data active = inhibition above about 50%;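 also: plate controls were vehicle with enzyme for no effect and no enzyme for full effect; many of its hits are not listed in these tables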
ANO1 activ = mouse TMEM16A channel activation, primary screen; Q8BHY3; HEK293 TMEM16A/YFP-H148Q/I152L, iodide quench fluorescence; hits give low values; B-score at 10 µM; 340,000 tested, 0.3% active; AID 623877;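 active = fluorescence-ratio B-score plate-corrected deviation score at least 3 library SD below zero, with starting fluorescence score within 5 deviations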;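 also: channel opened by trigger with iodide after compound preincubation; score built on the fluorescence ratio of max minus min over baseline; more negative score means more quench and so TMEM16A activation or potentiation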
Active calls of the source: *; i = inactive; ? = inconclusive. Not all compounds are listed. The share of hits here may be higher or lower than overall.

SMILES	KCNK3 block	HDAC3 inh	DYRK1A inh	ANO1 activ
Cc1cc(C(=O)Nc2cccc3c2O[C@H](CN(C)CC2CC2)[C@@H](C)CN([C@H](C)CO)C3=O)n(C)n1	i	4.9	-2.4	i
COc1ccccc1CNC(=O)COC(=O)c1cc(=O)[nH]c2ccccc12	i	-6.4	4.9	i
CC1CCCCC1NC(=O)COC(=O)/C=C/c1ccco1 (stereo not given)	i	-0.4	-3.6	i
CCOC(=O)N1CCN(C(=O)CNC(=O)c2ccc(Cl)cc2Cl)CC1	i	-1.1	-4.7	i
O=C(CSc1nnc(-c2ccco2)n1-c1ccccc1)Nc1c(Cl)cc(Cl)cc1C(=O)O	i	-7.0	-5.4	i
O=C(COC(=O)COc1ccccc1)Nc1cccnc1Cl	i	-6.4	-0.6	i
C=CCC[C@@H](Cc1ccc(F)cc1)C(=O)OC[C@@H](NC(=O)[C@H](CC=C)CC(=O)NCCO)C(C)(C)C	i	15.3	0.9	i
O=C1CC(c2ccc(O)cc2)Oc2ccccc21 (stereo not given)	i	6.0	10.8	i
O=[N+]([O-])c1ccc(Cc2ccccn2)cc1	i	-5.9	-7.3	i
Cc1ccccc1N1CCN(C(=O)c2cc(C3CC3)nn2-c2ccccc2)CC1	-9.02*	9.2	7.0	i
CC(C)(C)[C@@H]1COC(=O)[C@@H](NC(=O)OCC2c3ccccc3-c3ccccc32)C/C=C\C[C@@H](CC(=O)NCCO)C(=O)N1	i	2.5	-1.1	i
COc1ccc2nc(SCC(=O)N(C)C3CCCCC3)[nH]c2c1	i	-5.5	6.9	i
COc1cc2ccccc2cc1C(=O)NC1CCCC1	i	-8.9	8.4	i
CC(=O)c1ccc(S(=O)(=O)NCC(=O)Nc2nc3ccccc3[nH]2)cc1	i	?	-2.1	i
O=C(COC(=O)c1cc(=O)[nH]c2ccccc12)NCc1ccccc1	i	-2.1	0.7	i
CC(Sc1ncnc2sccc12)C(=O)Nc1ccc(S(N)(=O)=O)cc1 (stereo not given)	i	2.7	2.4	i
COc1ccc(NC(=O)c2ccc(NC(=O)CN3CCN(c4ccccc4)CC3)cc2)cc1	i	5.2	7.0	i
Cc1cccc(C(=O)NCCC(=O)NCc2ccccc2F)c1	i	5.2	4.8	i
C[C@H](CO)N1C[C@H](C)[C@@H](CN(C)Cc2ccccc2)Oc2c(NC(=O)C3CC3)cccc2C1=O	i	-1.8	4.5	i
Cc1ccccc1C(=O)NCC(=O)OCC(=O)NC(C)C1CC2CCC1C2 (stereo not given)	i	6.8	-2.4	i
Cc1ccc(C(=O)Nc2cccc(S(=O)(=O)N(C)c3ccccc3)c2)o1	i	-5.2	1.4	i
Cc1ccc(C(=O)OCc2cc(=O)n3c(C)csc3n2)s1	i	4.1	9.4	i
COc1ccc(CCC(=O)N2CCN(S(=O)(=O)c3cccc(Cl)c3)CC2)cc1	i	3.5	-5.9	i
O=C1CCN(Cc2ccccc2)C=C1c1ccc(Br)cc1	i	-13.4	8.2	i
Cc1cc(=O)oc2cc(OCC(=O)OC(C)C(=O)Nc3ccc(S(N)(=O)=O)cc3)ccc12 (stereo not given)	i	-21.6	-1.4	i
SMILES	KCNK3 block	HDAC3 inh	DYRK1A inh	ANO1 activ
CN(C(=O)c1ccc(NC(=O)Cc2ccc(NC(=O)C3CCN(C(=O)CCc4ccccc4)CC3)cc2)cc1)C1CC1	i	-1.2	-7.0	i
Cc1ccc(S(=O)(=O)N2CCN(C(=O)CSc3n[nH]c(N)n3)CC2)c(C)c1	i	5.3	-3.6	i
N#Cc1ccc(S(=O)(=O)N2CCC(C(=O)Nc3cccc(C(=O)NC4CC4)c3)CC2)cc1	i	4.6	1.2	i
COc1cc2cnc(C3=CCCCC3)cc2cc1OC	i	-6.1	14.4	i
CCOC(=O)N1CCN(C(=O)COC(=O)c2cc(C)ccc2C)CC1	i	-4.7	-2.5	i
CN1CCCN(C(=O)CNC(=O)c2ccc(Cl)cc2Cl)CC1	i	4.3	2.9	i
CCOc1cc(N2CCOCC2)c(OCC)cc1NC(=O)c1[nH]c(C)c(C(C)=O)c1C	i	4.4	-2.5	i
NC(=O)c1ccc(NC(=O)CN2CCN(S(=O)(=O)c3ccc4c(c3)OCCO4)CC2)cc1	i	4.8	4.8	i
CC(=O)c1c(C)[nH]c(C(=O)COC(=O)c2c(-c3ccccc3)noc2C)c1C	i	3.7	-2.1	i
COc1cc(CCC(=O)NC2(C)CCS(=O)(=O)C2)cc(OC)c1OC (stereo not given)	i	2.8	-6.9	i
O=C(COC(=O)c1ccc(Cl)nc1)NCCc1ccccc1	i	2.6	-3.4	i
Cc1ccccc1OCC(=O)OCC(=O)NCC1CCCCC1	i	-3.8	-2.6	i
C[C@@H]1CN([C@H](C)CO)C(=O)c2cc(NC(=O)Cc3ccccc3)ccc2O[C@H]1CN(C)Cc1ccc(Oc2ccccc2)cc1	i	13.7	2.3	i
O=C(CNc1cccc([N+](=O)[O-])c1)NC(=O)NC1CCCCC1	i	-1.9	1.1	i
c1ccc(COc2cncc(-c3cccnc3)c2)cc1	i	0.6	14.5	i
CN(C)S(=O)(=O)c1cccc(NC(=O)CCc2nc3sc4c(c3c(=O)[nH]2)CCCC4)c1	i	5.2	-1.8	i
O=C(CSc1nnc(C2CC2)n1C1CC1)c1ccc(F)cc1	i	-4.0	5.4	i
CC(C)Sc1nnc(SCC(=O)N(C)C2CCS(=O)(=O)C2)s1 (stereo not given)	i	0.9	-2.0	i
O=C(COC(=O)c1cc(=O)[nH]c2ccccc12)Nc1ccc(F)cc1F	i	2.3	0.5	i
Cc1noc(C)c1NC(=O)N(C)C[C@H]1Oc2ccc(NC(=O)Nc3ccccc3)cc2C(=O)N([C@H](C)CO)C[C@@H]1C	i	-3.9	-1.0	i
O=C(Cc1cccc([N+](=O)[O-])c1)Nc1cccc(C(=O)N2CCCC2)c1	i	0.6	6.1	i
CC1CCCN(C(=O)COC(=O)Cn2cnc3ccccc32)C1 (stereo not given)	i	3.8	4.8	i
O=C(CN1C(=O)NC2(CCOc3ccccc32)C1=O)NCc1ccccc1 (stereo not given)	i	1.2	3.3	i
O=C1c2ccc(Cl)cc2S(=O)(=O)c2cccc(C(=O)N3CCC(Cc4ccccc4)CC3)c21	i	-2.7	3.5	i
COc1cc(/C=C/C(=O)OCC(=O)N2CCCC2)ccc1OCC#N	i	-2.1	3.1	i
SMILES	KCNK3 block	HDAC3 inh	DYRK1A inh	ANO1 activ
CC1CN(C(=O)CSc2nnc(C3CCCCC3)n2N)CC(C)O1 (stereo not given)	i	-0.4	-1.3	i
CCCCCCSc1ccc([C@@H]2[C@@H]3C(=O)N(CC)C(=O)[C@@H]3[C@]3(C(=O)OC)CCCCN23)cc1	i	-3.6	0.0	i
O=C(CNC(=O)c1ccco1)NCc1ccc2c(c1)OCO2	i	1.2	-0.4	i
Cc1ccc(-c2csc(N3CCC(C(N)=O)CC3)n2)cc1	i	-2.1	8.5	i
Cc1ccc(S(=O)(=O)Nc2cccc3c2O[C@@H](CN(C)C(=O)Nc2ccc4c(c2)OCO4)[C@H](C)CN([C@@H](C)CO)C3=O)cc1	i	2.5	9.1	i
CC1CCCC(C)N1C(=O)COC(=O)c1cccs1 (stereo not given)	i	2.0	0.1	i
CC(Sc1nc(N)cc(N)n1)C(=O)Nc1ccc(N2CCOCC2)cc1 (stereo not given)	i	-0.3	-5.4	i
CC(C(=O)N1CCCC1)N1CCN(S(=O)(=O)c2ccccc2)CC1 (stereo not given)	i	-1.9	-4.1	i
CCCNC(=O)C(Cc1cccc(Cl)c1)NC(=O)c1ccc(C#N)cc1 (stereo not given)	i	5.5	-1.9	i
COc1ccc(N(CC(=O)NC2CCS(=O)(=O)C2)S(=O)(=O)c2cc(C)ccc2C)cc1 (stereo not given)	i	5.6	0.2	i
CC(C)(C)C(=O)Nc1ccc(C(=O)CSc2nnc(C3CC3)n2C2CC2)cc1	i	1.0	-2.2	i
O=C(/C=C/c1ccc(F)cc1)OCC(=O)c1ccc[nH]1	i	2.4	-5.8	i
CCCN(CC(=O)Nc1cc(Cl)ccc1Cl)C(=O)/C=C/c1cc(OC)ccc1OC	-8.72*	-5.1	1.3	i
Cc1nc(Cc2nnc(SCC(=O)N3CC(=O)Nc4ccccc43)o2)cs1	i	4.0	-6.7	i
COc1ccc(-c2nc(NC(=O)C3CC(=O)N(Cc4ccco4)C3)sc2C)cc1 (stereo not given)	i	?	12.7	i
C[C@H](CO)N1C[C@H](C)[C@@H](CN(C)CC2CCCCC2)Oc2c(NS(=O)(=O)c3ccc(F)cc3)cccc2C1=O	i	0.3	-0.3	i
O=C(O)c1cc(S(=O)(=O)N2CCCCC2)ccc1N1CCCC1	i	12.7	-0.7	i
Cn1c(C=O)c(-c2ccc3c(c2)OCCO3)c2ccccc21	i	3.4	23.5	i
COc1ccc(NC(=O)c2ccc(OC)c(S(=O)(=O)N3CCCCC3C)c2)cn1 (stereo not given)	i	-1.2	2.4	i
CCOC(=O)c1cc(-c2ccccc2C)nn1CC1CC(c2cccnc2)=NO1 (stereo not given)	i	11.2	-3.5	i
COc1cc(CCCN2CCNC[C@H]2Cc2cccc3ccccc23)cc(OC)c1OC	i	-5.3	-1.2	i
Cc1[nH]c2ccccc2c1C(=O)CN1C(=O)C(=O)N(CCC2=CCCCC2)C1=O	i	14.8	-4.6	i
CN(Cc1cccs1)C(=O)CN1C(=O)c2ccccc2S1(=O)=O	i	-4.8	1.0	i
CN(Cc1ccccc1)C(=O)c1[nH]cnc1C(=O)NCc1ccc(CNC(=O)OC(C)(C)C)cc1	i	1.8	-1.4	i
COc1ccc(NC(=O)CON=CC(=O)Nc2ccc(C)cc2)c(OC)c1	i	11.2	-2.8	i
SMILES	KCNK3 block	HDAC3 inh	DYRK1A inh	ANO1 activ
Cc1ccc(S(=O)(=O)N2CCN(C(=O)CSC(=S)N3CCCC3)CC2)c(C)c1	i	3.5	-3.7	i
O=C(Cn1ncc(Cl)c(Cl)c1=O)Nc1ccc2c(c1)OCO2	i	-2.0	-0.2	i
Cc1c(CCOC(=O)c2ccc(Cl)cc2Cl)sc[n+]1CC(=O)c1ccc(Br)cc1	i	5.3	-5.2	i
NC(=O)C1CCN(C(=O)c2ccc(NS(=O)(=O)c3ccc(F)cc3)cc2)CC1	i	-1.3	-3.7	i
C[C@H](CO)N1C[C@H](C)[C@@H](CN(C)Cc2ccc(-c3ccccc3)cc2)Oc2c(NC(=O)Nc3ccc4c(c3)OCO4)cccc2C1=O	i	-3.1	9.4	i
C[C@H]1COC(=O)[C@H](CC(=O)OC(C)(C)C)C/C=C\C[C@H](CC(=O)N(CCO)Cc2ccccc2)C(=O)N1	i	-1.4	8.2	i
O=C(COC(=O)COc1ccc(Cl)cc1Br)NC1CC1	i	-4.1	-4.0	i
CC1(C)CC(=O)C=C(c2ccc(-c3ccccc3)cc2)C1	i	8.9	-6.5	i
CCCCC(=O)OCc1c(-c2ccccc2)ncc2ccccc12	i	5.4	-0.2	i
CCCNC(=O)C(Cc1ccccc1)NC(=O)c1ccc(-c2ccccc2)cc1 (stereo not given)	i	-2.2	6.2	i
CSCCC1NC(=O)N(CC(=O)Nc2ccc(Cl)c(S(=O)(=O)N3CCOCC3)c2)C1=O (stereo not given)	i	-3.1	-3.1	i
C[C@@H]1CN([C@@H](C)CO)C(=O)c2cc(NC(=O)Nc3ccc4c(c3)OCO4)ccc2O[C@H]1CN(C)S(=O)(=O)c1cn(C)cn1	i	8.2	4.4	i
O=C(c1nc[nH]c1C(=O)N1CCc2ccccc2C1)N1CCc2ccccc2C1	i	-0.2	-9.7	i
COc1ccc(C2=CCC3CCCCN3C2)cc1OC (stereo not given)	i	4.1	1.7	i
CCOc1ncccc1C(=O)Nc1ccc(S(=O)(=O)Nc2nc(C)cc(C)n2)cc1	i	1.2	5.3	i
CCc1nnc(NC(=O)COC(=O)c2cc(OC)cc(OC)c2)s1	i	5.2	-4.0	i
O=C(O)c1ccccc1NS(=O)(=O)c1ccc(NN=Cc2cccc(Cl)c2)c([N+](=O)[O-])c1	i	6.7	-4.4	i
Cc1cc(OCCCC(=O)NCCc2nnc3ccccn23)ccc1Cl	i	-1.1	5.2	i
COc1ccc(S(=O)(=O)N2CCN(C(=O)c3c(C)nn(-c4ccccc4)c3C)CC2)cc1	i	13.9	-1.8	i
CN(C(=O)CN1C(=O)NC(C)(c2cccc(Br)c2)C1=O)C1CCCCC1 (stereo not given)	i	2.7	-1.9	i
CC(=O)NC12CC3CC(C1)CC(C(=O)N1CCN(C(=O)c4ccco4)CC1)(C3)C2	i	4.5	1.7	i
C[C@@H](NC(=O)c1nc[nH]c1C(=O)N1CCN(C(=O)OC(C)(C)C)CC1)c1ccccc1	i	-1.8	-1.3	i
Cc1nn(-c2ccccc2)c(C)c1C(=O)OCC(=O)Nc1ccccc1	i	-11.2	2.2	i

A draw from above in order of length of the SMILES, lowest first:
SMILES	KCNK3 block	HDAC3 inh	DYRK1A inh	ANO1 activ
O=C(COC(=O)COc1ccc(Cl)cc1Br)NC1CC1	i	-4.1	-4.0	i
CCCCC(=O)OCc1c(-c2ccccc2)ncc2ccccc12	i	5.4	-0.2	i
Cc1cc(OCCCC(=O)NCCc2nnc3ccccn23)ccc1Cl	i	-1.1	5.2	i
CSCCC1NC(=O)N(CC(=O)Nc2ccc(Cl)c(S(=O)(=O)N3CCOCC3)c2)C1=O (stereo not given)	i	-3.1	-3.1	i
C[C@@H]1CN([C@@H](C)CO)C(=O)c2cc(NC(=O)Nc3ccc4c(c3)OCO4)ccc2O[C@H]1CN(C)S(=O)(=O)c1cn(C)cn1	i	8.2	4.4	i
